High-throughput results: PubChem, several laboratories
Rac1 GTP hydrolysis: MgcRacGAP GTPase-activating activity inhibitors, confirmation, biochemical, ADP Hunter fluorescence; 340,000 compounds, 0.6% hits; inhibition, % at 30 µM, or IC50 in µM where a hit was titrated; MgcRacGAP-stimulated Rac1 GTP hydrolysis, ADP Hunter fluorescence; higher % means a stronger effect; GST-tagged Rac1 F28L mutant substrate; AID 624330;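 active means first-screen hits whose inhibition reached a set limit at any dose in the follow-up dose series; inconclusive means inhibition above the set first-screen limit but never retested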;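 further: fluorescence reports GDP produced by GAP-driven GTP hydrolysis; strong numbers were not always called active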
LYP inhibition: inhibitors of LYP phosphatase, biochemical, fluorescence intensity, uHTS (AID 1779); recombinant LYP phosphatase, fluorescence intensity; higher % means a stronger effect; inhibition, % at 11.5 µM; hits with a dose series show IC50 in µM; 290,000 compounds, 0.054% hits; in the data active means inhibition above about 50%;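 further: plate controls were vehicle with enzyme for no effect and no enzyme for full effect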
Siah-1 displacement: Siah-1 peptide-binding antagonists, primary screen, biochemical, fluorescence polarization, rhodamine-plectin, uHTS (AID 1817). Siah-1 / rhodamine-plectin peptide fluorescence polarization; higher % means a stronger effect. 290,000 compounds, 0.02% hits. displacement, % at 20 µM, or IC50 in µM where a hit was titrated;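 active means displacement of at least 50% at 20 µM, with a fluorescence ratio check between 0.3 and a set limit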;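 further: plate controls were Siah plus tracer with DMSO for no effect and tracer alone without Siah for full effect; strong numbers were not always called active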
Dengue-2 NS5 capping: flavivirus cap methylation enzyme inhibition – biochemical, confirmation dose response, primary screen (AID 588689); Dengue-2 NS5 methyltransferase capping enzyme assay, biochemical; higher % means a stronger effect; inhibition, % at 25 µM; hits with a dose series show IC50 in µM; 340,000 compounds, 0.3% hits; in the data active means a potency from the dose series; inconclusive means inhibition above about 29% without an active follow-up result
AID2073: inhibitors of Mint1-CaV2.2 protein interaction, biochemical, HTRF (AID 2073); HTRF protein-protein interaction, Mint1-CaV2.2; higher % means a stronger effect; inhibition, % at 20 µM, or IC50 in µM where a hit was titrated; 290,000 compounds, 0.19% hits; in the data active means inhibition mostly above about 51%, no sharp cut-off; inconclusive means no clear call, values can overlap the other calls; inactive means mostly below about 53%; further: some results filed as inactive read as strong as hits
XIAP antagonists: XIAP antagonists, biochemical, IAP family, fluorescence polarization (AID 1018); 200,000 compounds, 0.007% hits; XIAP BIR domain, fluorescence polarization peptide displacement; higher % means a stronger effect; displacement, % at 20 µM, or IC50 in µM where a hit was titrated; in the data active means displacement above about 50%; further: a part of the inactive calls stands beside numbers as strong as those of hits
HIV fusion peptide: cell-free HIV fusion peptide-binding blockers – biochemical, uHTS, fluorescence dequenching, primary screen (AID 1986); cell-free peptide binding, fluorescence dequenching, 30 min; higher % means a stronger effect; one-dose inhibition, % at 20 µM; IC50 in µM for titrated hits; 290,000 compounds, 0.3% hits; in the data active means inhibition mostly above about 52%, no sharp cut-off; inactive means mostly below about 76%; further: some results filed as inactive read as strong as hits
RSV CPE inhibition: inhibition of RSV-induced cytopathic effect – HEp-2 cells, primary 10 µM value included (AID 2391) | HEp-2 cells, RSV-induced CPE inhibition; higher % means a stronger effect | 310,000 compounds, 0.13% hits | CPE inhibition, % at 10 µM, or IC50 in µM where a hit was titrated; in the data active means a potency from the dose series; inconclusive means CPE inhibition mostly from about 23% at the one dose, without a potency; inactive means the rest, 99 in 100 with CPE inhibition below about 21%; further: strong numbers were not always called active
Large T inhibition: SV40 large T antigen inhibitors, biochemical (AID 1903) | SV40 large T antigen ATPase/helicase inhibition assay; higher % means a stronger effect | inhibition, % at 20 µM; hits with a dose series show IC50 in µM | 310,000 compounds, 0.39% hits; in the data active means a potency from the dose series; inconclusive means inhibition mostly from about 32% at the one dose, without a potency; inactive means the rest, 99 in 100 with inhibition below about 32%; further: strong numbers were not always called active
Dengue-2 NS5 capping pilot replicate: recorded beside Dengue-2 NS5 capping, whose call it bears; inhibition, %; measured here: pilot screen replicate inhibition
Starred values were filed as active, the others as inactive; ? = inconclusive; . = no result given.

SMILES	Rac1 GTP hydrolysis	LYP inhibition	Siah-1 displacement	Dengue-2 NS5 capping	AID2073	XIAP antagonists	HIV fusion peptide	RSV CPE inhibition	Large T inhibition	others
O=C(NC(=S)NNC(=O)c1cc2ccccc2cc1O)c1ccco1	25%	-1%	-12%	-7%	20%	1.9%	25%	1.6%	18%
O=C(C=C=Nc1ccccc1)C(=O)N=C=Cc1ccccc1	11%	1%	10%	19%	20%	.	8.5%	-2.5%	21%
N#CCCN(C(=O)CSc1nc2nc(-c3cccs3)cc(C(F)(F)F)c2c(=O)[nH]1)c1ccccc1	10%	0%	-5%	9%	13%	.	2.0%	8.1%	5%
CNC(=O)c1[nH]cnc1C(=O)N[C@@H](Cc1ccccc1)C(=O)OC(C)(C)C	10%	-6%	4%	-1%	10%	-8.1%	-1.0%	-2.3%	12%
CCCOc1ccc(-c2cn3ccccc3n2)cc1[N+](=O)[O-]	4%	-8%	0%	0%	1%	-12%	-2.0%	3.2%	0%
Cc1ccc(N2CC(C(=O)Nc3ccc(N4CCOCC4)cc3)CC2=O)cc1C (stereo not drawn)	1%	-10%	2%	0%	21%	.	-1.4%	0.4%	-6%
CCOC(=O)c1ccc(N2C(=O)CC(Sc3nc(C)cc(C)n3)C2=O)cc1 (stereo not drawn)	6%	-9%	5%	-4%	8%	.	0.0%	0.1%	15%	Dengue-2 NS5 capping pilot replicate=-4.0
Cn1nc(C(=O)Nc2ccccc2Cl)cc1C(=O)Nc1ccccc1Cl	14%	.	.	2%	.	.	.	6.4%	4%
NC[C@@H]1O[C@H](C23CC4CC(CC(C4)C2)C3)Cc2c1ccc(O)c2O	-26%	-8%	-5%	3%	-13%	.	-3.6%	1.9%	?
O=C(CCS(=O)(=O)c1ccc(Cl)cc1)NCCc1c[nH]c2ccccc12	0%	2%	1%	-14%	5%	-1.5%	-2.2%	-1.7%	25%
CN1CCC(=NNC(=O)C(=O)Nc2ccccc2)CC1	-2%	-8%	2%	-9%	-11%	-7.0%	-1.7%	-0.9%	-5%
CCN1CCN(C(=O)c2ccc(COc3ccc(Cl)cc3)o2)CC1	10%	-2%	1%	2%	?	-8.5%	-1.9%	-1.5%	14%
Cc1ccc(-c2nnc(SC(C)C#N)n2N)cc1 (stereo not drawn)	8%	-3%	-3%	2%	-8%	-4.9%	0.4%	2.5%	5%
CCCCCCCCCCCC(=O)c1c(O)cccc1O	-13%	-1%	2%	4%	16%	-6.0%	4.8%	.	12%
Cc1cc(C)c(NC(=O)/C(=C/c2ccccc2)c2ccccc2)c(C)c1	8%	-2%	5%	-8%	0%	-5.1%	2.9%	3.7%	2%
CCN(CC)S(=O)(=O)c1ccc(C)c(NC(=O)Cn2cnc3cc([N+](=O)[O-])ccc3c2=O)c1	3%	0%	2%	-9%	31%	-14%	-2.5%	0.2%	9%
COc1ccc(Cl)cc1NS(=O)(=O)c1cccc(C(=O)NCC2(N(C)C)CCCCC2)c1	6%	2%	1%	1%	5%	.	1.4%	-0.5%	15%
COc1ccc(C)cc1N(C(=O)c1ccco1)C(C(=O)NC1CCCC1)c1ccc(N2CCOCC2)cc1 (stereo not drawn)	3%	-8%	-2%	-4%	-6%	.	0.6%	1.2%	1%
CCCCCCNC(=O)CC(NS(=O)(=O)c1ccc(OC)cc1)C(C)C (stereo not drawn)	6%	-2%	12%	2%	49%	-7.6%	0.5%	-0.9%	8%
COC(=O)C1=NN(C(=O)c2cccc(Br)c2)C(O)(c2ccc(Cl)cc2)C1 (stereo not drawn)	10%	0%	-5%	-49%	5%	-3.6%	18%	2.8%	14%
CCOc1ccc(CSC2=NCCN2)cc1[N+](=O)[O-]	5%	-7%	7%	-4%	3%	-9.4%	1.3%	6.2%	11%
COc1ccc(C2/C=C\CN(S(=O)(=O)c3cccs3)CC(=O)N2Cc2ccc(F)cc2)cc1 (stereo not drawn)	7%	-5%	-4%	1%	6%	.	-0.1%	1.0%	-1%
Cc1csc(NC(=O)c2ccc(=O)[nH]c2)n1	9%	-6%	2%	-4%	7%	.	-1.1%	1.8%	7%
COC(=O)c1ccc(CSc2nnc(NC(=O)c3cc4c(s3)CCCC4)s2)cc1	13%	-5%	8%	2%	9%	-5.7%	-2.0%	10%	-1%
OCCOc1ccc(CN2CCCC(N3CCN(c4ccc(F)cc4)CC3)C2)cc1 (stereo not drawn)	-8%	-6%	2%	0%	-3%	.	1.1%	-0.6%	28%	Dengue-2 NS5 capping pilot replicate=0.3

Random excerpt: 5 compounds from above, in no set order.
SMILES	Rac1 GTP hydrolysis	LYP inhibition	Siah-1 displacement	Dengue-2 NS5 capping	AID2073	XIAP antagonists	HIV fusion peptide	RSV CPE inhibition	Large T inhibition	others
CCOc1ccc(CSC2=NCCN2)cc1[N+](=O)[O-]	5%	-7%	7%	-4%	3%	-9.4%	1.3%	6.2%	11%
Cc1cc(C)c(NC(=O)/C(=C/c2ccccc2)c2ccccc2)c(C)c1	8%	-2%	5%	-8%	0%	-5.1%	2.9%	3.7%	2%
Cc1ccc(N2CC(C(=O)Nc3ccc(N4CCOCC4)cc3)CC2=O)cc1C (stereo not drawn)	1%	-10%	2%	0%	21%	.	-1.4%	0.4%	-6%
Cc1ccc(-c2nnc(SC(C)C#N)n2N)cc1 (stereo not drawn)	8%	-3%	-3%	2%	-8%	-4.9%	0.4%	2.5%	5%
CCCCCCCCCCCC(=O)c1c(O)cccc1O	-13%	-1%	2%	4%	16%	-6.0%	4.8%	.	12%

The list continues:
SMILES	Rac1 GTP hydrolysis	LYP inhibition	Siah-1 displacement	Dengue-2 NS5 capping	AID2073	XIAP antagonists	HIV fusion peptide	RSV CPE inhibition	Large T inhibition	others
CCC1Oc2ccccc2N(CC(=O)NCCCN2CCN(CC)CC2)C1=O (stereo not drawn)	15%	-5%	10%	-12%	-8%	.	0.4%	-0.1%	1%
Cc1cc(N)n2ncc(-c3ccccc3)c2n1	8%	-8%	2%	-2%	1%	-1.9%	-3.5%	5.3%	4%
CSCc1nc2scc(-c3ccccc3)c2c(=O)[nH]1	-3%	-4%	0%	-1%	8%	-3.7%	-0.2%	.	-4%
CC(C)CCn1nc(C(=O)Nc2nc3c(s2)CCCC3)c2ccccc2c1=O	-2%	5%	2%	5%	0%	1.0%	0.3%	16%	-6%
Cc1cc(NC(=O)COC(=O)[C@H](Cc2c[nH]c3ccccc23)NC(=O)c2ccc(F)cc2)no1	-1%	-9%	-2%	-4%	-2%	-1.1%	-3.1%	-0.2%	1%
CCOC(=O)C(OC(=O)c1sc(=S)n(C)c1C)C(C)=O (stereo not drawn)	?	-3%	1%	-3%	-4%	-4.6%	0.2%	2.4%	2%
COc1ccccc1CNc1ncnc2nc[nH]c12	0%	-3%	-3%	1%	1%	-13%	-0.4%	-0.3%	1%
O/N=C/c1ccnc(SCc2ccc(Cl)cc2)n1	6%	-5%	3%	-3%	?	.	0.7%	9.3%	3%
COCCNC(=O)/C(C#N)=C/c1ccc(-c2ccc(S(=O)(=O)N3CCOCC3)cc2)o1	7%	5%	8%	0%	14%	-4.4%	3.1%	2.0%	-6%
CN(C)c1cc(=O)n2c(n1)SCCC2	2%	4%	2%	-6%	2%	-3.6%	-1.0%	-0.2%	13%
COC(=O)COc1cccc2c(=O)n(CC(=O)NCCc3ccc(OC)c(OC)c3)ccc12	9%	-5%	-7%	0%	6%	-15%	0.5%	1.0%	7%
CCC1CCC(NC(=O)Nc2cccc(OC)c2)CC1 (stereo not drawn)	7%	1%	2%	2%	9%	-4.3%	0.4%	11%	15%
COc1cccc(CCc2nnc(CCC(=O)N3CCCC3c3nccs3)o2)c1 (stereo not drawn)	10%	-6%	10%	-13%	13%	-2.1%	-1.0%	-0.3%	7%
COC(=O)N1CCN(CCc2ccccc2)CC1	5%	-3%	-2%	1%	25%	4.7%	0.5%	0.0%	7%
CCOc1ccc(NC(=O)CCc2nnc3ccc(N4CCC(C)CC4)nn23)cc1	-13%	-8%	7%	1%	-3%	.	-1.1%	12%	15%
Cc1csc(NC(=O)CNC(=O)OCc2ccccc2)n1	1%	6%	0%	-3%	10%	-5.3%	0.4%	0.6%	11%
Cc1noc(C)c1COc1ccc(C(=O)NCc2ccccn2)cc1	5%	-6%	-2%	-6%	2%	1.2%	-1.7%	0.6%	3%
O=S(=O)(Cc1ccccc1Cl)c1ncn[nH]1	.	-5%	18%	.	-5%	.	1.1%	.	13%
O=S(=O)(NCCc1csc(-c2cccnc2)n1)c1ccc(F)cc1	7%	-9%	2%	3%	11%	.	0.7%	2.1%	-3%
Cc1ccc(S(=O)(=O)N(Cc2ccccc2)c2ccccn2)cc1[N+](=O)[O-]	-2%	-3%	3%	-11%	-2%	.	-0.7%	6.4%	10%	Dengue-2 NS5 capping pilot replicate=-5.5
COC(=O)c1ccc(C(=O)O)nc1	-15%	1%	3%	14%	4%	.	0.5%	1.4%	12%
CCn1c(=O)cc(C(F)(F)F)[nH]c1=S	8%	-14%	10%	-3%	39%	-5.3%	3.0%	-1.2%	13%
O=C(CCCl)Nc1ccc(S(=O)(=O)NCc2ccco2)cc1	-8%	-8%	16%	1%	3%	.	1.2%	2.2%	17%
COC(=O)c1cc(C(=O)OC)n(Cc2ccc(F)cc2)n1	0%	-3%	2%	-1%	0%	-1.9%	0.3%	-1.4%	2%
COc1ccc(OCc2nc(N)nc(Nc3ccccc3OC)n2)cc1	4%	-1%	0%	2%	8%	-4.6%	-2.2%	1.2%	0%

(more compounds)
SMILES	Rac1 GTP hydrolysis	LYP inhibition	Siah-1 displacement	Dengue-2 NS5 capping	AID2073	XIAP antagonists	HIV fusion peptide	RSV CPE inhibition	Large T inhibition	others
COc1cccc(NC(=O)Nc2cc(C(=O)O)ccc2N2CC3CC(C2)c2cccc(=O)n2C3)c1 (stereo not drawn)	5%	-10%	-7%	-10%	15%	.	-0.4%	-0.1%	-6%
CC(NC(=O)COC(=O)CSCc1ccccc1)c1ccccc1 (stereo not drawn)	-2%	-2%	-2%	-6%	25%	-8.6%	-0.6%	1.6%	-2%
COc1ccc(/C=C(/NC(=O)c2cccs2)C(=O)NC(C)(C)C)cc1OC	7%	-2%	1%	4%	-1%	.	-1.5%	0.0%	4%
O=C(Nc1cc(F)ccc1F)c1cccc(-n2cnnn2)c1	7%	.	.	-8%	.	.	.	-0.6%	5%
CCOC(=O)c1c(NC(=O)c2ccccc2)sc2c(O)c(CN(CC)CC)ccc12	11%	0%	0%	7%	2%	0.3%	0.3%	-1.5%	17%
c1ccc(Oc2cc(-c3ccccc3)ncn2)cc1	-7%	-8%	6%	1%	-7%	-1.0%	-2.4%	-0.7%	0%
O=C1NC(Cc2ccccc2)C(=O)Nc2ccc(Br)cc21 (stereo not drawn)	12%	-7%	12%	-2%	0%	.	-0.3%	1.1%	13%
CCC(=O)c1c(NC)cc(C)oc1=O	9%	-6%	0%	-3%	27%	-6.1%	0.0%	1.7%	-3%
Cc1ccc(C(=O)c2nc3c(n2O)CCCC3)cc1	-1%	-4%	-6%	-1%	5%	-8.0%	3.3%	3.2%	15%
CNc1ccccc1C(C)(C)c1cc(C)[nH]n1	9%	-4%	8%	-4%	3%	-2.0%	-0.4%	1.2%	-9%
